mIAP activ – mouse IAP activation; activation factor at 10 µM; muIAP, CDP-Star luminescence, 30 min; stronger effect = higher value; 1 = vehicle-only enzyme signal, 0 = enzyme-free wells; 0.24% of 330,000 active;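 active = activation factor of at least 2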; note: the source names both 10 and 20 µM as test concentration; values of inactives mirror those of a sister screen read the other way
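also added = chemiluminescent substrate CDP-Star | test system = mouse IAP enzyme | signal = chemiluminescence readout | compound = DMSO-dissolved test compounds | incubation = 30 min at room temperature | benchmarks = DMSO wells, no-enzyme wells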
NLRP3 yeast inh – inhibitors of NALP3 inflammasome in yeast. Yeast reconstituted NLRP3/ASC/caspase-1, beta-gal luminescence, 24 h. inhibition, % at 10 µM. 0.39% of 330,000 active;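 active = inhibition of 50% or more; inactive = inhibition below 50%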;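 note: plate controls were induced DMSO wells for no effect and uninduced yeast grown without galactose for full effect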
MIN6 prolif – MIN6 beta-cell proliferation induction | MIN6 cells proliferation, ATPlite luminescence, 48 h; cells starved in 0.2% serum; 100% = growth in 10% serum | proliferation, % at 10 µM | 0.29% of 330,000 active | AID 2380;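 active = compounds whose signal lies at least 3.5 SD above the mean of all wells on their plate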;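 note: 0% = DMSO-treated cells in low-serum medium and 100% = 10% serum control; some compounds called inactive have numbers as strong as hits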
A3G deaminase – APOBEC3G (human) deaminase inhibition. Q9HC16. inhibition, % at 20 µM. 0.28% of 330,000 active. recombinant A3G, ssDNA deamination FAM/TAMRA fluorescence;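 active = inhibition of at least 40% at 20 µM, with no more than 30% in the related APOBEC3A deaminase screen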;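 note: plate controls were DMSO wells with A3G for no effect and wells lacking A3G enzyme for full effect; some compounds called inactive have numbers as strong as hits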
Target sequence (Q9HC16 whole entry, looked up): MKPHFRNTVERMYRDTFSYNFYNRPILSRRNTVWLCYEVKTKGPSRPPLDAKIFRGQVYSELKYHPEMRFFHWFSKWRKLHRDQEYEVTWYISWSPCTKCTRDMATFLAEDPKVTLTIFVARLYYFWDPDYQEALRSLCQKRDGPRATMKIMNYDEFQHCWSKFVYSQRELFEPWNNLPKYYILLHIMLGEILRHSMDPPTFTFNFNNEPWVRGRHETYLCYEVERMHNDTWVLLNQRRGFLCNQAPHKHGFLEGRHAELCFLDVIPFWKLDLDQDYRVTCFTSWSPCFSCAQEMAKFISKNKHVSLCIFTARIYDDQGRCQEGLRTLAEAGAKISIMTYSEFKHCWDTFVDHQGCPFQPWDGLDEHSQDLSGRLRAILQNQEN
SENP1 inh – inhibitors of human SENP1 SUMO protease catalytic domain; recombinant SENP1 catalytic domain, CyPet-SUMO1-YPet FRET cleavage; inhibition, % at 10 µM; 0.21% of 360,000 active; AID 624204;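 active = inhibition at least 30% at 10 µM, raw YFP signal under a set limit, fluorescence ratio 0.5 to 1.5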;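 note: 0% = enzyme with DMSO and 100% = no enzyme wells; some results filed as inactive read as strong as hits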
Target sequence (Q9P0U3 419-644 limits assumed): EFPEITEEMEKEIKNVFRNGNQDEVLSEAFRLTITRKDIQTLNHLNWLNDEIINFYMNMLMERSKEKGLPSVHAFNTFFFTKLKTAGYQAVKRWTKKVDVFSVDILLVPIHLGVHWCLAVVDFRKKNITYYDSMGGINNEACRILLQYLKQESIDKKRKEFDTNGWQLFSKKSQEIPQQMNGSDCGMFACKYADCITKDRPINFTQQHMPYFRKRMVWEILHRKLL
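Material: hSENP1 catalytic domain, recombinant; medium: Tris pH 8 with BME, BSA, NP40 and catalase; compound: single concentration of 10 µM compound, 0.5% DMSO final; technique: FRET read of cyan and yellow fluorescence; timing: 50 min enzyme reaction, room temperature, light-protected; reagent: SFCypet-SUMO1-SFYpet substrate at 25 nM; control set: no-enzyme low, enzyme-DMSO high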
mIAP block – mouse IAP inhibition; purified mouse IAP, CDP-Star luminescence, 30 min; inhibition, % at 10 µM; 0.2% of 330,000 active;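 active = inhibition of at least 40% at 10 µM in the primary screen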;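 note: plate controls were DMSO with enzyme for no effect and no enzyme wells for full effect; values of inactives mirror those of a sister screen read the other way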
APOBEC3A inh – human APOBEC3A DNA deaminase inhibition; recombinant A3A, FAM/TAMRA ssDNA deamination fluorescence; inhibition, % at 20 µM; 0.41% of 330,000 active;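 active = at least 40% inhibition at 20 µM here, with at most 30% in a related deaminase screen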;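 note: plate controls were A3A with DMSO for no effect and wells lacking A3A enzyme for full effect; some results filed as inactive read as strong as hits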
Target sequence (P31941 whole entry, looked up): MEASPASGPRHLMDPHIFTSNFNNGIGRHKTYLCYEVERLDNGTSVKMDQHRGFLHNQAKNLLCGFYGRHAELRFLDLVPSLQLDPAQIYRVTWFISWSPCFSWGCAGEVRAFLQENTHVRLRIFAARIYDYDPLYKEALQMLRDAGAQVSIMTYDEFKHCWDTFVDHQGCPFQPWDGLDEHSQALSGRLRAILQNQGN
hIAP activ – human IAP activation | P09923 | activation factor at 10 µM | 0.16% of 330,000 active | purified human IAP, CDP-Star luminescence, 30 min; stronger effect = higher value; 1 = vehicle-only enzyme, 0 = enzyme-free background;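 active = activation factor of the enzyme at least 2-fold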; note: the source names both 10 and 20 µM as test concentration; values of inactives mirror those of a sister screen read the other way
hIAP inh – blocks human intestinal alkaline phosphatase. P09923. purified IAP, CDP-Star luminescence, 30 min. inhibition, % at 10 µM. 0.12% of 330,000 active;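 active = inhibition reaching a set limit with compound at 10 µM in the primary screen, cut at about 35% in these data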;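 note: plate controls were DMSO wells with enzyme for no effect and no-enzyme buffer wells for full effect; values of inactives mirror those of a sister screen read the other way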
* = called active by the depositor; / = no result given. Not all compounds are listed; count on the stated rates, not on these rows.

smiles	NLRP3 yeast inh	hIAP activ	mIAP activ	hIAP inh	MIN6 prolif	A3G deaminase	APOBEC3A inh	SENP1 inh	mIAP block
O=C(OCn1nnc2ccccc2c1=O)c1cccnc1Cl	-5	0.91	0.9	9	-2	-1	-1	3	10
Cc1ccccc1N=C1c2cc([N+](=O)[O-])ccc2-c2ncccc21	-5	0.89	0.91	11	-2	3	3	2	9
COC(=O)c1ccc2c(c1)NC(=O)C(N(CC(C)C)CC(C)C)S2 (stereo not given)	-2	1	1.1	-1	0	-2	1	-7	-13
COc1cc(NC(=O)c2ccco2)c(OC)cc1NC(=O)CCC(=O)Nc1cc(C)cc(C)c1	19	1.6	1	-64	0	-3	0	-1	-1
Cc1ccc(CNC(=O)C2CC2c2ccccc2)cc1 (stereo not given)	10	0.95	1.1	5	-1	-10	-2	3	-7
COc1cccc(C2c3c(oc4cc(C)c(C)cc4c3=O)C(=O)N2CCCN(C)C)c1 (stereo not given)	25	0.84	0.85	16	-1	-3	-3	-2	15
CCC(CO)NCc1ccccc1OC(C)C (stereo not given)	1	0.98	0.97	2	-2	-9	0	1	3
CC(C)OC(=S)N/C(=N\S(=O)(=O)c1ccccc1)c1ccccc1	-3	0.82	0.96	18	-2	-3	0	2	4
CCc1ccccc1NC(=O)CSc1nnc([C@@H](NC(=O)OC(C)(C)C)C(C)C)o1	6	1	0.99	-3	-1	-7	-2	0	1
C=C(C)Cn1c(SCC(=O)N/N=C/c2ccccc2)nc2ccccc2c1=O	4	0.9	0.98	10	-3	0	1	2	2
CC(C)c1nc(SCC(=O)NC2CCCC2)c2ccccc2n1	17	0.84	0.96	16	0	-12	-3	1	4
COc1cccc(NC(=O)c2ccccc2-c2nc(-c3ccc(Cl)cc3)no2)c1	20	1.1	1	-15	-3	-5	-5	1	-2
CCCc1cc2c(=O)c(-c3ccc4c(c3)OCCO4)coc2cc1OC(=O)c1ccco1	-4	1	1	-4	-3	-8	-5	-1	-1
FC(F)(F)c1cccc(Nc2nc(N3CCCC3)nc(N3CCCC3)n2)c1	12	0.92	1.1	8	-4	5	0	2	-11
CC(C)(C)CC(C)(C)c1ccc(OCC(=O)N/N=C/c2ccc(S(=O)(=O)O)o2)cc1	19	1	0.87	0	-1	-1	1	5	13
O=C(c1cccc([N+](=O)[O-])c1)N1CCN(C/C=C/c2ccccc2)CC1	0	1.1	1	-6	-2	-11	-2	0	-4
Cc1cc(S(=O)(=O)NCCCn2ccnc2)c(C)cc1Cl	7	1.2	1	-17	-2	-7	-3	1	-2
CCN(c1cccc2ccccc12)S(=O)(=O)c1cccs1	-40	0.96	1	4	-6	-6	-3	-1	-1
CCCOC(=O)c1c(NC(=O)/C=C/c2cnn(C)c2C)sc(C(=O)OCC)c1C	9	1	0.86	-3	5	-5	0	-1	14
C/C(=N\NC(=O)C1(C)CC1(Br)Br)c1cccc(NC(=O)C(C)(C)C)c1 (stereo not given)	3	0.94	0.96	6	3	-5	-5	0	4
CCOc1ccccc1CN1CCNC(=O)C1CC(=O)N(C)CCc1cnn(C)c1 (stereo not given)	9	1	0.96	-2	1	-5	-5	-4	4
S=C(N/N=C/c1cccc2ccccc12)Nc1cccc(Cl)c1	26	1.2	0.97	-22	-3	9	0	-4	3
O=C(OCC(=O)N(CCc1ccccc1)Cc1ccccc1)c1ccccc1O	8	0.99	1	0	-7	-3	2	2	-4
CN(C)CCNC(=O)c1cccc(S(=O)(=O)Nc2ccccc2F)c1	9	1.2	1.1	-23	-3	-8	-3	-1	-7
CCC(=O)Nc1nnc(SCc2ccc(F)cc2)s1	39	0.83	1.1	17	-2	12	34	2	-7
O=C(NCc1ccco1)c1nc2c(nnn2Cc2cccc(Cl)c2)c(=O)[nH]1	-7	1.2	1.1	-24	1	-3	-2	3	-9
CCCc1[nH]n(-c2ccc([N+](=O)[O-])cc2)c(=O)c1C=NCCc1ccc(OC)c(OC)c1	-9	1	1	-2	-3	-8	-5	3	-4
O=C1CC(c2ccc3c(c2)OCO3)C2=C(CCCC2=O)N1 (stereo not given)	11	1.1	1.1	-10	-3	-6	-3	4	-6
CCOC(=O)c1c(C)[nH]c(C)c1C(=O)CSc1nnc(-c2ccc(OC(F)F)cc2)o1	1	0.94	1.1	6	1	-5	-1	-1	-7
O=C(Cc1n[nH]c(=O)c2ccccc12)NCc1ccccc1	-6	0.92	0.97	8	3	-4	-3	2	3
Cc1ccc(S(=O)(=O)N2CCOCC2)cc1C(=O)Nc1ccccc1N1CCCC1	22	0.83	1.1	17	1	-7	-5	2	-5
CN1CCN(C(CNS(=O)(=O)c2ccc([N+](=O)[O-])cc2)c2ccc(F)cc2)CC1 (stereo not given)	16	0.92	0.91	8	6	-8	-5	2	9
O=C(Nc1ccccc1O)c1ccccc1O	7	1.1	1	-7	-3	-4	-3	2	-2
COc1ccc(/C=N/NC(=O)c2cccnc2)cc1CN1CCc2ccccc2C1	2	0.9	0.93	10	-5	-7	-4	-8	7
COc1cc(C(=O)Nc2cccc3ncccc23)cc(OC)c1OC	17	1	0.94	-3	-2	-1	-2	1	6
CC(=O)NC(=S)Nc1ccccc1N1CCN(C(=O)c2ccccc2)CC1	3	1.1	1	-6	-1	-5	-2	-1	-3
COc1ccc([N+](=O)[O-])cc1NC(=O)c1ccc(Br)s1	19	0.95	0.78	5	-3	-5	0	1	22
Cc1onc(-c2ccccc2Cl)c1C(=O)OCc1cnc(Cl)s1	10	0.98	0.96	2	3	-7	2	3	4
Cc1ccc(C2Nc3cccc4cccc(c34)N2)cc1	21	1.1	1	-6	-4	0	0	-6	0
Cc1cccn2cc(-c3ccc4c(c3)NC(=O)CO4)nc12	-4	1.1	0.91	-12	-3	-1	1	-1	9
Cc1ccc(NCc2nnc(SCC(=O)Nc3ccccc3)n2CC2CCCO2)c(C)c1 (stereo not given)	23	1	1.1	-3	-1	1	1	0	-13
COC(=O)C1=C(C(=O)OC)[C@@H]2N(C)c3ccccc3[C@@]23C[C@@H](C(=O)OC)N(C(=O)COCc2ccccc2)C3=N1	7	1	0.97	-4	-2	-7	-4	1	3
COc1ccc(N(CC(=O)Nc2ccc(C)cc2C)S(=O)(=O)c2c(C)n[nH]c2C)cc1	6	1.5	0.96	-53	1	-5	-1	1	4
Cc1cc(NC(=O)c2cccc(F)c2)ncc1NC(=O)c1ccco1	6	0.97	0.93	2	-1	2	5	0	7
COc1ccccc1NC(=O)C(=O)Nc1ccccn1	29	0.74	0.93	26	0	-5	-6	1	7
CCn1c(SCC(=O)Nc2ccc(NC(C)=O)cc2)nnc1C1CC1	25	1	0.96	-4	3	1	5	1	4
O=C(CNCc1ccc(Cl)cc1)NCc1ccco1	10	1.3	0.95	-25	-4	-4	-4	-9	5
Nn1c(Cc2cccc3ccccc23)nnc1SCC(=O)N1CC(=O)Nc2ccccc21	4	0.88	0.82	12	2	-6	5	3	18

Record cards, from the list above. Order of values: NLRP3 yeast inh | hIAP activ | mIAP activ | hIAP inh | MIN6 prolif | A3G deaminase | APOBEC3A inh | SENP1 inh | mIAP block
O=C(CNCc1ccc(Cl)cc1)NCc1ccco1 in the list: 10 | 1.3 | 0.95 | -25 | -4 | -4 | -4 | -9 | 5
COC(=O)C1=C(C(=O)OC)[C@@H]2N(C)c3ccccc3[C@@]23C[C@@H](C(=O)OC)N(C(=O)COCc2ccccc2)C3=N1 in the list: 7 | 1 | 0.97 | -4 | -2 | -7 | -4 | 1 | 3
Cc1cc(NC(=O)c2cccc(F)c2)ncc1NC(=O)c1ccco1 in the list: 6 | 0.97 | 0.93 | 2 | -1 | 2 | 5 | 0 | 7

Remaining list, next part:
smiles	NLRP3 yeast inh	hIAP activ	mIAP activ	hIAP inh	MIN6 prolif	A3G deaminase	APOBEC3A inh	SENP1 inh	mIAP block
CN(C)CCNc1ncnc2c1cnn2-c1ccc(Cl)cc1	8	1.1	0.99	-14	-5	9	2	-34	1
O=C(NC1CCS(=O)(=O)C1)c1ccc(S(=O)(=O)N2CCCCC2)cc1 (stereo not given)	2	0.88	0.99	12	-2	-6	1	1	1
O=C(NCCN1CCCC1)c1ccc(Cl)cc1Cl	8	0.96	1	4	-1	-4	-1	0	-1
O=C(Oc1cccc(F)c1)c1ccc2c(=O)n3c(nc2c1)CCC3	18	0.94	0.96	6	-1	-15	3	-8	4
CCOP(=O)(OCC)c1ccc2ccc3ccccc3c(=O)c2c1	26	1	1.1	-4	1	-11	-4	0	-6
CCOC(=O)N1CCC(NC(=O)C2CCN(C(=O)c3cc4sccc4n3CC)CC2)CC1	-10	1	1	-4	0	-6	0	1	-4
COc1ccc(CSc2n[nH]c(C)n2)cc1[N+](=O)[O-]	-6	0.98	1.1	2	-2	-6	-2	0	-5
CCc1ccccc1N(CC(=O)NCCc1ccccc1)C(=O)CCC(=O)Nc1ccccn1	-10	1.1	1.2	-13	0	6	2	1	-16
Cc1ccccc1Nc1nc(-c2sc(NC(=O)c3cccc(Cl)c3)nc2C)cs1	28	1	0.78	0	-8	-6	-2	/	22
O=c1[nH]c(N2CCCCC2)nc2ncn(Cc3ccccc3)c12	-4	1	1.1	-1	-1	-8	-14	3	-7
CCC(C)c1ccc(NC(=O)C2CCCN(c3ncccn3)C2)cc1 (stereo not given)	7	1.2	1.1	-18	-4	-8	-3	0	-12
COc1ccc(CCNC(=O)[C@H](CCSC)NC(=O)N2CCn3c2nc2ccccc23)cc1OC	8	0.92	0.95	8	5	-4	-3	3	4
CCn1c2ccccc2c2cc(NC(=O)CSc3nnc(-c4cccc(Cl)c4)o3)ccc21	37	0.95	0.9	5	-6	-6	-3	1	10
c1ccc(OCCCc2nc(-c3cccnc3)no2)cc1	14	1	1.1	-1	1	-3	1	1	-7
OC[C@H]1OC(O)[C@H](O)[C@@H]1O (stereo not given in full)	18	1.1	0.97	-8	0	-7	-1	0	2
CN(C)CCn1c(NC(=O)c2ccc(Cl)cc2)nc2ccccc21	12	0.87	0.95	13	-2	-6	0	3	5
Cc1ccccc1NC(=O)Cc1nc(COC(=O)c2cc([N+](=O)[O-])ccc2NCCO)cs1	14	1.1	0.97	-5	1	-6	-2	-5	3
COc1ccc(-n2c(SCC(=O)N/N=C(\C)c3cccnc3)nc3ccccc3c2=O)cc1	8	1.1	0.94	-8	1	-7	-5	2	6
COc1ccc(C(=O)N/C(=C\c2cn(S(=O)(=O)N(C)C)c3ccccc23)C(=O)N2CCOCC2)cc1	5	1.1	0.92	-12	0	2	-4	-3	8
C=CCN(CC=C)C(=S)Nc1cc(Cl)ccc1OC	7	1.2	1.1	-22	-1	-4	-3	2	-7
CCOCCCNC(=S)NCCCNc1nc2ccc(C)cc2cc1C#N	20	1.2	1.1	-20	-1	-4	0	/	-8
CCOC(=O)c1cc2oc(C(c3nnnn3C3CCCCC3)N3CCOCC3)cc2[nH]1 (stereo not given)	7	0.93	0.98	7	0	-4	-4	-5	2
COc1cc(C(=O)N/C(=C\c2cn(S(=O)(=O)N(C)C)c3ccccc23)C(=O)NCCCO)cc(OC)c1OC	13	0.86	0.97	14	8.6*	-19	-7	1	2
